Screening results (PubChem)
Wee1 degr inh = Wee1 degradation inhibitors, primary screen, cell-based, HeLa, Wee1K328M-luciferase, luminescence; Wee1-like protein kinase (Homo sapiens), P30291; HeLa Luc-Wee1K328M stability; 100% = proteasome inhibitor MG132 effect; reporter increase, % at 5 µM; 220,000 compounds, 1.2% hits; AID 1321, 2008;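 active = activation above the mean of all tested compounds plus 3 SD, set per screening run, cut at about 8.8% in these data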;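 note: cells exposed to compound for 20 h before luminescence read; 0% = DMSO alone and 100% = MG132 at 30 µM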
PERK inhibitor = block of dimerizer-induced PERK translation repression, primary screen, PERK inhibitor project, CHO PERK-DD cells, SEAP luminescence, HTS. Eukaryotic translation initiation factor 2-alpha kinase 3 (Homo sapiens), Q9NZJ5. inhibition, % at 5.6 µM. 220,000 compounds, 0.17% hits. AID 1416, 2008. CHO PERK-DD fusion, SEAP luminescence translation reporter;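 active = inhibition above the mean inhibition of all tested compounds plus 3 SD, set separately per screening campaign, cut at about 2.9% in these data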;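 note: PERK kinase domain activated by AP20187 dimerizer at 100 nM; 0% = DMSO with dimerizer and 100% = rapamycin at 8.4 µM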
hK5 inh = human KLK5 protease inhibitors, primary screen, biochemical, 1536-well. Kallikrein-5 (Homo sapiens), Q9Y337. recombinant hK5, fluorogenic AMC substrate cleavage. inhibition, % at 5 µM. 210,000 compounds, 0.59% hits;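 active = inhibition of 40% or more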;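 note: 0% = enzyme controls without compound and 100% = no-enzyme blanks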
Target sequence (Q9Y337 67-293 limits assumed): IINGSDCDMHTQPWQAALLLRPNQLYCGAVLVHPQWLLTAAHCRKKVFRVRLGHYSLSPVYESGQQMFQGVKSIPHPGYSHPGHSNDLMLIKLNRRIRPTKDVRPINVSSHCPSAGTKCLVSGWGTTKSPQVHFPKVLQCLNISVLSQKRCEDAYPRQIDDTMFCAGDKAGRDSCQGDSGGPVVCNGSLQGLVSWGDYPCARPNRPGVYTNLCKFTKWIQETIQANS
FXIa inh 1536 = human FXIa protease inhibitors, primary screen, biochemical, 1536-well. Coagulation factor XI (Homo sapiens), P03951. purified FXIa, Boc-Glu-Ala-Arg-AMC fluorogenic substrate. inhibition, % at 5 µM. 220,000 compounds, 0.14% hits;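 active = inhibition of at least 40%; inactive = inhibition below 40%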;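 note: fluorescence of freed AMC excited at 355 nm; 0% = enzyme without compound and 100% = no enzyme blank; many of its hits are not listed in these tables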
Cl transport mod = KCC2 cotransporter modulators, thallium flux, primary screen, cell-based, HEK293 KCC2, FluoZin-2 fluorescence, MLSMR; Solute carrier family 12 member 5 (Homo sapiens), Q9H2X9; KCC2 cells, thallium flux FluoZin-2 fluorescence; B-score of Tl+ flux slope (higher = more flux/activation; lower = inhibition) at 10 µM; 190,000 compounds, 2.2% hits; AID 1456, 2008;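 active = thallium flux slope and its plate-corrected score both differing from the plate sample mean at a set confidence after two filtering rounds, in either direction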;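 note: slope of fluorescence scaled to starting intensity during 10 to 20 s after thallium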
p97 ATPase inh = inhibitors of human p97 ATPase, primary screen, biochemical | Transitional endoplasmic reticulum ATPase (Homo sapiens), P55072 | recombinant p97 ATPase, Kinase-Glo ATP luminescence, 3 h | inhibition, % at 8 µM | 220,000 compounds, 0.42% hits | AID 1481, 2009; in the data active = inhibition above about 15%;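 note: 0% = DMSO vehicle and 100% = wells lacking enzyme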
Furin inh = human furin inhibitors, primary screen, biochemical, fluorescence intensity; inhibition, % at 30 µM; P09958; 220,000 compounds, 0.061% hits; AID 463115, 2010; purified furin, fluorogenic substrate cleavage; in the data active = inhibition above about 25%; note: inactives centre near -15
Target sequence (P09958 108-714 limits assumed): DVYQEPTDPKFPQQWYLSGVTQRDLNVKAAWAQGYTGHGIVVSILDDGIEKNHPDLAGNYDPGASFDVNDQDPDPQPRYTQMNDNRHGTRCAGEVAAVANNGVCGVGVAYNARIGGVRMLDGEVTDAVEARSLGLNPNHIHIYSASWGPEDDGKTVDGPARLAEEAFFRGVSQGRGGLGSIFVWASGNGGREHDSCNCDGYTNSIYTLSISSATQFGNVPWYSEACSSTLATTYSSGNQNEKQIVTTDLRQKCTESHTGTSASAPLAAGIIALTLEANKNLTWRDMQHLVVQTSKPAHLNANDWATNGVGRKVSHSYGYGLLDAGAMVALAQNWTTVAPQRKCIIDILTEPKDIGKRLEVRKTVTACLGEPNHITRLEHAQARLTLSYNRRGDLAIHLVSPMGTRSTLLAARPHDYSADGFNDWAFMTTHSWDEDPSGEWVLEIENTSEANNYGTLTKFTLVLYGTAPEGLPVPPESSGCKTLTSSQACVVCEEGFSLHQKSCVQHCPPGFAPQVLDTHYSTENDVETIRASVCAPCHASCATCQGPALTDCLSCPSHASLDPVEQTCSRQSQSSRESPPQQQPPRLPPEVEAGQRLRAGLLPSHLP
Thrombin inh = human alpha-thrombin inhibitors, primary screen, counter-screen for coagulation protease inhibitor project, biochemical, 1536-well, fluorogenic AMC substrate | Prothrombin (Homo sapiens), P00734 | Boc-VPR-AMC fluorogenic substrate cleavage | inhibition, % at 5 µM | 220,000 compounds, 0.26% hits;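 active = inhibition at or above 40%; inactive = inhibition below 40%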;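 note: 0% = enzyme with no compound and 100% = wells without enzyme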
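Assay system: human alpha-thrombin enzyme. Reagent: Boc-VPR-AMC substrate, 15 µM final. Compound dosing: one concentration per compound, 5 µM, with 0.2% DMSO. Incubation: room-temperature reaction. Technique: AMC fluorescence, 355/460 nm. Measure: % inhibition relative to enzyme controls and enzyme-free blanks.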
FXIIa inh 1536 = human FXIIa protease inhibitors, primary screen, biochemical, 1536-well. Coagulation factor XII (Homo sapiens), P00748. purified FXIIa, Boc-QGR-AMC fluorogenic substrate, 2 h. inhibition, % at 5 µM. 220,000 compounds, 0.3% hits; in the data active = inhibition above about 40%;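 note: 0% = enzyme with no compound and 100% = blank without enzyme; many of its hits are not listed in these tables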
* = called active by the depositor; . = not tested or not shown; & = joins results of further samples; [ ] = another dose, or the depositor's remark.

Second line of a record: Wee1 degr inh | PERK inhibitor | hK5 inh | FXIa inh 1536 | Cl transport mod | p97 ATPase inh | Furin inh | Thrombin inh | FXIIa inh 1536
> Cc1ccccc1N(CC(=O)N/N=C/c1ccc(Cl)cc1)C(=O)c1ccccc1
    3 | -0.8 | -1 | -5 | 0.25 | 2 | -9[20 µM] | -3 | -3
> COc1cccc(CNC(=O)CCS(=O)(=O)c2cccc3nonc23)c1
    5 | -0.2 | 10 | 9 | 0.62 | 2 | -15 | 2 | 13
> O=C(NC1(C(F)(F)F)NC(=O)N(Cc2cccnc2)C1=O)c1ccccc1 (stereo not drawn)
    -3 | 0.3 | -8 | 3 | -0.79 | 3 | -19[20 µM] | 3 | 20
> Cc1cc(C)nc(/N=C(\N)N2CCCCC2)n1
    1 | 1.9 | 4 | 18 | -0.26 | -1 | -22 | 3 | 15
> CCOc1ccc(N2CC(O)=C(c3ccccc3)C2=N)cc1
    5 | 1.0 | 9 | -3 | . | 8 | -30 | -6 | 1
> NC(=O)c1c(NC(=O)c2ccco2)sc2c1CCC2
    3 | -0.5 | -8 | 7 | -0.97 | 1 | -6[20 µM] | 0 | 18
> Cc1ccnc(NC(=O)C2CCN(S(=O)(=O)c3cccc4nsnc34)CC2)c1
    7 | -0.7 | -19 | 0 | 0.047 | 8 | -12 | 3 | 17
> Cc1cccc(C(=O)C2CCOC(C)(C)C2)c1 (stereo not drawn)
    -1 | 1.5 | -10 | 1 | -0.31 | -1 | -25 | -13 | 6
> COC(=O)Cn1cccc1C(=O)c1ccccc1
    -2 | 1.3 | 1 | -1 | 2 | 4 | -17[20 µM] | -17 | -7
> COc1cccc(NS(=O)(=O)c2ccc(Br)s2)c1
    -3 | 0.8 | -11 | -1 | 0.18 | 1 | -15 | 2 | 3
> CCN(CC)S(=O)(=O)c1ccc(NC2CCCc3ccccc32)nc1 (stereo not drawn)
    1 | -1.0 | -27 | -2 | 0.46 | -4 | -29[20 µM] | 0 | 2
> CSc1ncccc1C(=O)OCC(=O)c1ccc2c(c1)NC(=O)CO2
    -1 | 0.4 | -3 | -8 | -0.04 | 0 | -9 | -4 | 3
> O=C(COc1ccc(Br)cc1)c1ccc2c(c1)CCCC2
    2 | 1.9 | 1 | -6 | -5.1e-05 | 2 | -13[20 µM] | -2 | -9
> O=C(COC(=O)c1ccc2[nH]c3c(c2c1)CCCC3)Nc1ccccc1
    -2 | 0.2 | -11 | 7 | 0.31 | 4 | -7 | -9 | 6
> CCSc1nc2c(cnn2-c2ccc(C)c(C)c2)c(=O)[nH]1
    -2 | -0.3 | -2 | 3 | 0.47 | -1 | -24 | -5 | 12
> O=C(Nc1cc(N2CCCCC2)ncn1)c1ccccc1
    2 | -0.7 | -3 | -2 | -1.1 | 1 | -24 | -1 | 4
> COc1ccc(CNC(=O)CN(C(=O)c2ccc(CN3CCOCC3)o2)C2CCCC2)cc1
    0 | -0.2 | 15 | 7 | 0.014 | -2 | -18[20 µM] | -4 | 10
> O=C(CSc1nnc(CNc2ccc(F)cc2)n1Cc1ccccc1)NCc1ccccc1
    -1 | -0.7 | -8 | 6 | 0.45 | -3 | -12[20 µM] | -1 | 13
> O=C(N/N=C/c1c[nH]c2ccccc12)c1sc2ccccc2c1Cl
    -1 | -0.5 | 2 | 7 | 0.13 | 6 | -14 | -9 | 12
> Cc1ccc2nsnc2c1NC(=O)c1ccc2c(c1)OCCO2
    3 | 0.7 | -23 | -2 | -0.56 | 1 | -14[20 µM] | -10 | 12
> COc1ccc(NC(=O)CN2CCN(CC(=O)Nc3ccccc3Cl)CC2)c(OC)c1
    1 | -1.2 | 3 | 4 | -1.3 | -4 | -8[20 µM] | 1 | 16
> O=C(C[n+]1cc(-c2ccccc2)n2c1CCC2)OCc1ccccc1
    3 | 0.6 | -5 | -3 | 0.81 | 4 | -17 | -3 | 5
> Cc1ccc(-n2nnc(-c3nccn3C)n2)cc1
    0 | 1.4 | 3 | 1 | 0.16 | -8 | -36 | -2 | 8
> CCCCCn1c(SCC2CCCO2)nc2cc(C(=O)N3CCC(C(N)=O)CC3)ccc2c1=O (stereo not drawn)
    -1 | -1.2 | 10 | -8 | . | -5 | -17 | 0 | 18
> O=S(=O)(c1ccc(NC(=S)N2CCN(c3ccc(O)cc3)CC2)cc1)N1CCOCC1
    0 | -0.3 | 9 | 0 | 0.29 | 6 | -34 | -6 | 9
> COc1cccc(CN2C(=O)c3cccc(N)c3C2=O)c1
    -1 | 0.4 | -23 | 11 | 0.35 | 2 | -13 | -5 | 14
> O=C(c1ccccc1)N1CCN(C(=S)NCc2ccco2)CC1
    1 | 0.6 | 1 | -1 | 0.55 | 4 | -25 | -2 | 10
> COc1ccc(OC)c(-c2cc(-c3cccnc3)nc(N)c2C#N)c1
    3 | -1.9 | 1 | 1 | -0.3 | 4 | -18 | -2 | 10
> CN1CCN(C(=O)/C(=C\c2ccc3c(c2)OCO3)NC(=O)c2cccs2)CC1
    2 | 0.2 | -4 | -3 | -0.18 | 0 | -14 | 5 | 7
> CCc1cc(CNC(=O)CC2C(=O)NCCN2Cc2ccccc2C(F)(F)F)on1 (stereo not drawn)
    -1 | 1.0 | -3 | -2 | 0.67 | 3 | -14 | -9 | 3

Additional entries
Second line of a record: Wee1 degr inh | PERK inhibitor | hK5 inh | FXIa inh 1536 | Cl transport mod | p97 ATPase inh | Furin inh | Thrombin inh | FXIIa inh 1536
> Cc1cc(C(=O)NNC(=O)CCC2CCCCC2)c(C)o1
    0 | 0.8 | -8 | -7 | 0.82 | 4 | -9 | -4 | 2
> CCOC(=O)c1cc(NC(=O)SCC(=O)O)c(C)nc1C
    1 | 1.6 | -27 | 3 | 1.4 | 4 | -7[20 µM] | -6 | 2
> COc1ccccc1NC(=O)C1=C(C)NC(=O)NC1c1ccc(C)s1 (stereo not drawn)
    9.0* | 1.5 | . | -1 | 0.66 | 2 | -24 | -2 | 3
> COc1ccccc1NC(=O)CSc1nnc(-c2ccco2)n1Cc1ccco1
    1 | -1.0 | 5 | 19 | . | -10 | -10 | 9 | 19
> COCCNC(=S)N(C)C1(c2ccccc2Cl)CCCCC1=O (stereo not drawn)
    -1 | -0.7 | -1 | -2 | 1.3 | 3 | -17 | -3 | .
> COc1cc(CNCc2cccnc2)ccc1OCC(=O)NC(C)(C)C
    2 | 0.0 | 7 | 3 | 0.033 | -3 | -12 | -7 | 3
> CSc1ccccc1C(=O)C1CCCN(C(=O)CCc2cccnc2)C1 (stereo not drawn)
    2 | 0.2 | 1 | -2 | 0.33 | 4 | -16 | 0 | 9
> N#Cc1cn(Cc2cccc(Cl)c2)c2ccccc12
    -4 | 0.0 | -9 | 16 | -0.36 | 0 | -16[20 µM] | -1 | 27
> Cc1oc2ccc(NS(=O)(=O)c3cccc4cccnc34)cc2c1C(=O)OC(C)C
    -1 | 1.4 | -3 | 5 | 0.33 | 6 | -15 | -4 | 14
> CN(CC(=O)Nc1ccc(F)c(F)c1F)c1cnccn1
    -2 | -0.2 | -9 | 4 | -0.23 | 5 | -25 | 2 | 11
> c1ccc(Cn2c(NCc3ccncc3)nc3ccccc32)cc1
    3 | 0.0 | 8 | -6 | -0.3 | -7 | 0 | -11 | 1
> CCOC(=O)c1sc(=S)n(CC)c1NC(=O)c1ccccc1
    3 | -0.7 | 2 | 1 | 0.12 | 4 | -9 | -1 | 10
> C=CCn1c(SCCC#N)nnc1-c1ccncc1
    -1 | 0.2 | 15 | 8 | -0.011 | -3 | -17 | -5 | 12
> c1ccc(-c2nc(-c3nccc4ccccc34)oc2-c2ccccc2)cc1
    6 | -0.1 | -7 | -2 | -0.057 | 1 | -16 | -9 | -6
> Cc1noc(C)c1COc1cccc(C(=O)N2CCc3ccccc32)c1
    8 | 0.5 | -1 | -2 | -1.2 | 2 | -25 | -15 | 1
> Cc1cc(C)n2[nH]c(=O)c(N=Nc3cccc(Cl)c3)c2n1
    5 | 0.4 | -18 | -6 | 0.092 | 7 | 12[20 µM] | 6 | 10
> COCCNC(=O)C(NC(=O)C1CCCCC1)C12CC3CC(CC(C3)C1)C2 (stereo not drawn)
    0 | -0.3 | 19 | -2 | -0.37 | 3 | -15 | -2 | 11
> CCC(=O)N1c2ccccc2[C@@H](N(C(C)=O)c2ccccc2)C[C@H]1C
    0 | 1.0 | -21 | 2 | 0.22 | 3 | -20 | -3 | -4
> CC(=O)Nc1cccc(NC(=O)C2CCCN2C(=O)Nc2ccc(C)cc2)c1 (stereo not drawn)
    2 | -0.1 | -22 | 6 | -0.024 | 6 | -21[20 µM] | 4 | 8
> COc1cc([N+](=O)[O-])cc(/C=N/NC(=O)c2cc(C)nc3ccccc23)c1O
    2 | -1.1 | -15 | -1 | 0.48 | 5 | -6 | -5 | 7
> Nc1nnc(-c2cccc(Cl)c2Cl)c(N)n1
    -2&0 | 1.1&1.1 | -13 | -4 | 0.065&0.73 | 0&6 | -15 | . | -1
> COc1cc(CNCc2cccs2)ccc1OCc1cccs1
    -3 | -1.2 | 4 | 4 | -0.75 | -2 | -15[20 µM] | -4 | 6
> CN1CC=C2C(C#N)=C(N)C(C#N)(C#N)[C@H](c3ccoc3)[C@H]2C1
    -1 | 0.4 | -36 | -7 | 0.39 | -6 | -7[20 µM] | -2 | -2
> COc1ccccc1CNc1nc2nc(C)c(C)c(=O)n2[nH]1
    -2 | -0.1 | 3 | 15 | 0.054 | 6 | -33 | 0 | 16
> O=C1CC(N2CCCc3ccccc32)C(=O)N1c1ccccc1Cl (stereo not drawn)
    0 | 0.5 | -7 | 5 | . | 2 | -19[20 µM] | 4 | 14
> O=[N+]([O-])c1ccc(SCc2ccco2)cc1N1CCOCC1
    4 | 0.6 | -3 | 6 | -1.6 | 2 | -15 | -3 | 5
> COC(=O)CCC(=O)NNC(=O)c1ccc(Cl)cc1Cl
    1 | 0.8 | -6 | 0 | . | 2 | -14[20 µM] | -1 | 21
> Cn1cc(Cl)c(C(=O)NC2CCCCCC2)n1
    -1 | 0.6 | -5 | -5 | 1.3 | -2 | -19[20 µM] | -10 | -10
> Cc1ccccc1OCC(=O)Nc1ccc2c(c1)COC2=O
    -1 | 1.6 | 39 | 2 | -0.028 | 4 | -22 | 16 | 15

Entries of single compounds as entered above.
CSc1ccccc1C(=O)C1CCCN(C(=O)CCc2cccnc2)C1 (stereo not drawn) reads Wee1 degr inh = 2; PERK inhibitor = 0.2; hK5 inh = 1; FXIa inh 1536 = -2; Cl transport mod = 0.33; p97 ATPase inh = 4; Furin inh = -16; Thrombin inh = 0; FXIIa inh 1536 = 9
O=[N+]([O-])c1ccc(SCc2ccco2)cc1N1CCOCC1 reads Wee1 degr inh = 4; PERK inhibitor = 0.6; hK5 inh = -3; FXIa inh 1536 = 6; Cl transport mod = -1.6; p97 ATPase inh = 2; Furin inh = -15; Thrombin inh = -3; FXIIa inh 1536 = 5
